AHR act: activators of human aryl hydrocarbon receptor. P35869. AHR-responsive luciferase reporter cells, luminescence. activation, % at 5 µM. 320,000 tested, 2.5% active. AID 2796; in the data active means activation above about 47%;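 further: 0% = vehicle wells and 100% = reference agonist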
Target sequence (P35869 whole entry, looked up): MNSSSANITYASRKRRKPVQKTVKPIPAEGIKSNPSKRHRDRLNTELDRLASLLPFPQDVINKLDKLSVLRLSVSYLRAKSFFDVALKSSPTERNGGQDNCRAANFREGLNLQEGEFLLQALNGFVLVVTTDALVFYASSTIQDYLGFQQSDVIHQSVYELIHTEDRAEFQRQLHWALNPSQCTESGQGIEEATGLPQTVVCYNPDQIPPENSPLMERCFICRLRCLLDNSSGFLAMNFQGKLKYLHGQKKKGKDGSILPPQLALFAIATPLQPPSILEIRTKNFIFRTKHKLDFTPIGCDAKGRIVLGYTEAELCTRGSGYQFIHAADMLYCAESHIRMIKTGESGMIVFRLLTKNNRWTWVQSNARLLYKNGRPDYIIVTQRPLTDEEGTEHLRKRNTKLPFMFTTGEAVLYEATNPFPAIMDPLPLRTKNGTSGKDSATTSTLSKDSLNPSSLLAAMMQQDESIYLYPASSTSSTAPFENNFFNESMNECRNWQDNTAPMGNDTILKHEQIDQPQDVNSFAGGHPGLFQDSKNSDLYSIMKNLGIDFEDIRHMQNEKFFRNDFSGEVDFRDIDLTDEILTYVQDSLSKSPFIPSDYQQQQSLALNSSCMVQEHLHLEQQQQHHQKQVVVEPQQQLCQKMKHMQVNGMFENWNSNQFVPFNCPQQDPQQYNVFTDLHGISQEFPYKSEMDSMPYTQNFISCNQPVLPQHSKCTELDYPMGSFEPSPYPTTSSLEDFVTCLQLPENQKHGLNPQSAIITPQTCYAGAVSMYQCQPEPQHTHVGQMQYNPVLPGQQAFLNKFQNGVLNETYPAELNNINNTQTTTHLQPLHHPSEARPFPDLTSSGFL
PAFAH1B2 FP inh: PAFAH1B2 (human) inhibition; P68402; recombinant PAFAH1B2, FP-rhodamine activity probe, fluorescence polarization; inhibition, % at 3.39 µM; 340,000 tested, 1.2% active;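 active means inhibition above the mean of all tested compounds plus 3 SD, cut at about 24% in these data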;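 further: 0% = enzyme with DMSO and 100% = wells lacking PAFAH1B2; many of its hits are not listed in these tables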
Target sequence (P68402 whole entry, looked up): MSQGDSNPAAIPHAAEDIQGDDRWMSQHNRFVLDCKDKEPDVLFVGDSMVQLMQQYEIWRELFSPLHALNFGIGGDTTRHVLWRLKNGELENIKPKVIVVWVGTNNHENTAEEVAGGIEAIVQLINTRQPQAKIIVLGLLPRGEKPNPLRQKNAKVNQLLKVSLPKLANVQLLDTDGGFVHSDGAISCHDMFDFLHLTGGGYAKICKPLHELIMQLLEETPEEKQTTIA
Bcl-xL primary: inhibitors of human Bcl-xL; Q07817; GST-Bcl-xL / FITC-Bim BH3 peptide fluorescence polarization; inhibition, % at 10.9 µM; 320,000 tested, 0.7% active; AID 2129;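 active means inhibition above the mean of all tested compounds plus 3 SD, cutoff set per campaign, cut at about 30% in these data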;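 further: 0% = DMSO wells and 100% = unlabeled Bim-BH3 peptide competitor; inhibitors lower millipolarization by displacing the labeled peptide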
MCL1 BIM primary: disrupts human MCL1 binding to BIM-BH3 peptide; Q07820; GST-MCL1 / FITC-Bim-BH3 fluorescence polarization; inhibition, % at 10.9 µM; 320,000 tested, 0.68% active; AID 2057;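 active means inhibition above the mean inhibition of all tested compounds plus 3 SD, set per campaign, cut at about 40% in these data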;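 further: 0% = DMSO wells and 100% = unlabeled Bim-BH3 peptide control; higher means more loss of mP so more displacement of Bim peptide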
PME-1 inh: blocks human protein phosphatase methylesterase 1. recombinant PME-1, FP-Rh probe fluorescence polarization. 320,000 tested, 0.53% active. Q9Y570. AID 2130. inhibition, % at 5.9 µM;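 active means inhibition above the campaign mean of all compounds plus 3 SD, cut at about 26% in these data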;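 further: competitive labeling of PME-1 active site by serine hydrolase directed probe; 0% = PME-1 with DMSO and 100% = wells lacking PME-1 enzyme; inhibitors block probe labeling so polarization falls and inhibition rises; many of its hits are not listed in these tables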
MEX-5 binding: C. elegans MEX-5 TCR-2 RNA binding activity | AID 1832 | activity score (negative = inhibition of binding), % at 10 µM | MEX-5/FITC-TCR2 RNA binding, fluorescence polarization; stronger effect = lower value | 300,000 tested, 0.38% active;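 active means inhibition past about -25% in most replicates, and total fluorescence under double the plate's negative control median, limit read from the data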;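 further: 0% = DMSO and -100% = 5 µM competing unlabeled TCR2 RNA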
Fam108B counter: Fam108B inhibition, counter-screen for RBBP9 inhibitors. recombinant Fam108B, FP-Rh probe fluorescence polarization. inhibition, % at 9.51 µM. 300,000 tested, 0.33% active. AID 1947;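 active means inhibition above the screen mean inhibition plus 3 SD, computed separately per campaign, cut at about 18% in these data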;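 further: inhibitors lower polarization as less probe binds the enzyme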
GLD-1 RNA inh: GLD-1-TGE RNA interaction inhibition (C. elegans); AID 2280; Q17339; purified GLD-1 + fluorescein TGE RNA, fluorescence polarization; 320,000 tested, 0.44% active; inhibition, % at 5.96 µM;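 active means percent inhibition above a per-plate cutoff, the plate mean of test compounds plus 3 SD, cut at about 30% in these data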;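 further: 0% = DMSO wells with GLD-1 and probe and 100% = wells lacking GLD-1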
pPAFAH FP inh: pPAFAH (human) enzyme inhibition. Q13093. recombinant pPAFAH, FP-rhodamine probe fluorescence polarization. inhibition, % at 3.39 µM. 330,000 tested, 1.5% active. AID 463082;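 active means inhibition above the mean inhibition across the screen plus 3 SD, cut at about 25% in these data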;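 further: inhibitors block binding of the rhodamine activity-based probe so polarization drops; 0% = enzyme with DMSO and 100% = wells lacking pPAFAH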
* = called active by the depositor; nt = not tested or not shown. An excerpt (hit frequency here may not be typical).

Sample of the layout:
Molecule	AHR act	PAFAH1B2 FP inh	Bcl-xL primary	MCL1 BIM primary	PME-1 inh	MEX-5 binding	Fam108B counter	GLD-1 RNA inh	pPAFAH FP inh
O=C(Nc1cc(Cl)ccc1-n1cncn1)c1ccc([N+](=O)[O-])s1	68*	0	-3	-17	12	0.1	10	-3	6
CCOC(=O)C(C)Sc1ncc(-c2ccccc2)cn1 (configuration not stated)	-1	6	0	-7	-3	-0.2	1	-11	5
Cc1c(C)n(-c2ccccc2)c2ncnc(NCCCN(C)C)c12	9	5	-5	-9	3	-0.5	-1	-3	-3
O=C(C1=NN[C@@H]2C(=O)N(c3cccc(F)c3)C(=O)[C@H]12)C(c1ccccc1)c1ccccc1	0	18	3	6	5	0.3	1	8	5

The list itself, previewed entries included:
Molecule	AHR act	PAFAH1B2 FP inh	Bcl-xL primary	MCL1 BIM primary	PME-1 inh	MEX-5 binding	Fam108B counter	GLD-1 RNA inh	pPAFAH FP inh
O=C(Nc1cc(Cl)ccc1-n1cncn1)c1ccc([N+](=O)[O-])s1	68*	0	-3	-17	12	0.1	10	-3	6
CCOC(=O)C(C)Sc1ncc(-c2ccccc2)cn1 (configuration not stated)	-1	6	0	-7	-3	-0.2	1	-11	5
Cc1c(C)n(-c2ccccc2)c2ncnc(NCCCN(C)C)c12	9	5	-5	-9	3	-0.5	-1	-3	-3
O=C(C1=NN[C@@H]2C(=O)N(c3cccc(F)c3)C(=O)[C@H]12)C(c1ccccc1)c1ccccc1	0	18	3	6	5	0.3	1	8	5
COc1cc(-c2nnc(SCC(=O)Nc3cc(C)on3)n2C)cc(OC)c1O	-1	5	5	6	4	-1.0	-4	5	0
COc1cc2c(cc1OC)CN(C(=O)CN1CCN(S(=O)(=O)c3ccccc3Br)CC1)CC2	2	1	9	7	1	-4.8	0	7	-3
Cn1cnc2cc(NS(=O)(=O)c3ccc(Br)cc3)ccc21	2	5	6	-3	1	2.6	-2	2	0
Cc1ccc(COCC(CC(C)C)N2CCN(C(=O)c3cccc(C(F)(F)F)c3)CCC2=O)cc1 (configuration not stated)	2	-6	4	4	4	-1.3	3	7	7
Cc1cc(NC(=O)CCc2ccccc2)c([N+](=O)[O-])cc1C	1	7	1	2	-2	0.8	-1	6	2
COc1ccccc1C(=O)N/C(=N/c1nc(C)cc(C)n1)Nc1ccccc1	38	-1	1	0	4	-0.7	-3	-2	6
O=C(Nc1ccccc1)c1cc(S(=O)(=O)NCc2ccncc2)ccc1Cl	9	-2	-1	0	7	0.9	1	-1	5
CCN(CC)C(=O)CN(c1cccc(C(F)(F)F)c1)S(C)(=O)=O	0	1	2	3	4	2.1	4	0	-3
COc1cccc(C(=O)c2c[nH]c(C(=O)NCc3ccco3)c2)c1	13	5	3	-6	-3	-2.0	-1	4	4
Cc1ccc(Oc2ccc(Cl)cc2NC(=O)c2cnccn2)cc1	-2	0	2	2	0	-1.1	-3	6	0
FC(F)(F)COc1nc(N2CCOCC2)nc(N(c2ccccc2)c2ccccc2)n1	1	5	-3	-1	-1	-2.1	3	9	7
O=S(=O)(NCC1CCCO1)c1cc(Cl)ccc1Cl (configuration not stated)	0	1	5	3	-8	-1.2	0	1	3
CC1(N(O)/C=C2\C=CC=CC2=O)CCCCC1=O (configuration not stated)	0	3	-6	-10	-1	1.7	0	0	-2
Cc1cc(=O)oc2c(C)c(OCC(=O)NCCCn3ccnc3)ccc12	10	0	5	5	1	4.8	0	1	5
CCc1nnc(NC(=O)CSc2nnc(C)n2CC2CCCO2)s1 (configuration not stated)	1	-3	5	11	-3	-0.8	2	2	1
Cc1ccccc1N1CCN(Cc2cccc(C(=O)O)c2)CC1	-1	5	2	6	-2	1.3	3	0	-1

Part of the list above in order of formula weight, low to high:
Molecule	AHR act	PAFAH1B2 FP inh	Bcl-xL primary	MCL1 BIM primary	PME-1 inh	MEX-5 binding	Fam108B counter	GLD-1 RNA inh	pPAFAH FP inh
CC1(N(O)/C=C2\C=CC=CC2=O)CCCCC1=O (configuration not stated)	0	3	-6	-10	-1	1.7	0	0	-2
Cc1c(C)n(-c2ccccc2)c2ncnc(NCCCN(C)C)c12	9	5	-5	-9	3	-0.5	-1	-3	-3
O=C(Nc1cc(Cl)ccc1-n1cncn1)c1ccc([N+](=O)[O-])s1	68*	0	-3	-17	12	0.1	10	-3	6

(cont.)
Molecule	AHR act	PAFAH1B2 FP inh	Bcl-xL primary	MCL1 BIM primary	PME-1 inh	MEX-5 binding	Fam108B counter	GLD-1 RNA inh	pPAFAH FP inh
O=C(CCC(=O)Nc1nnc(C2CCCCC2)s1)NCc1ccc(F)cc1	0	1	3	-5	-4	-1.4	0	0	0
O=C(NCc1ccccc1)C1COc2ccccc2O1 (configuration not stated)	18	4	-1	-2	-4	0.1	-4	3	5
O=C1CC(Sc2nnnn2-c2ccccc2)C(=O)N1c1cccc(Cl)c1 (configuration not stated)	1	8	-5	-1	-2	1.2	-4	3	3
CC(=O)N(C)c1ccc(NC(=S)Nc2ccccc2)cc1	1	0	7	17	-6	-1.0	5	-6	0
Cc1[nH]c2ccccc2c1/C=N/Nc1nncn1N	41	4	-7	-3	4	-1.7	-2	6	6
COCCCN1CC(=O)N2C(c3ccc(OC)c(OC)c3)c3[nH]c4ccccc4c3C[C@H]2C1=O (some centres not stated)	6	0	8	4	-3	-0.1	-2	5	3
CN(C(=O)c1coc(=O)c2ccccc12)c1ccccc1Cl	2	7	-4	-1	0	1.3	-1	-5	-4
COc1ccc(NC(=O)CSc2nc(N)c3cc4c(nc3n2)CCCC4)c(OC)c1	6	-8	9	7	13	0.1	-1	6	-6
Cc1csc2sc(-c3ccnc(SCC(=O)NCc4ccccc4)n3)c(C)c12	8	5	6	0	-5	1.4	-10	-4	10
Cc1nc(NC(=S)NC(=O)c2ccco2)sc1C(=O)N(C)C	0	-1	11	16	5	0.8	1	6	-4
Cc1cc2c(cc1C)/C(=C\C(N)=O)NC(C)(C)C2	1	4	0	2	0	0.6	-2	24	4
CCCCOc1ccc(N=Cc2cccs2)cc1	-3	-8	9	11	4	2.7	1	3	1
COc1ccc2nc(Nc3nc(CSc4nnnn4-c4ccccc4)cc(=O)[nH]3)nc(C)c2c1	4	2	0	0	-2	1.0	2	-1	-5
CC(OC(=O)c1cc2sccc2n1C)C(=O)NCc1ccc(F)cc1 (configuration not stated)	6	5	3	3	0	-1.2	-5	-6	2
O=C1CCCC2=C1C(c1ccsc1)CC(=O)N2c1ccccc1F (configuration not stated)	3	5	7	5	0	nt	0	6	0
CCOCC(=O)Nc1nnc(Cc2ccc(OC)cc2)s1	-1	9	9	10	-5	0.7	5	1	6
Cc1ccc(F)c(Oc2cc(NN3CCCCC3)c([N+](=O)[O-])cc2[N+](=O)[O-])c1	2	-1	2	0	2	3.0	2	6	-1
O=C(O)COc1ccccc1/C=N/Nc1ccc(S(=O)(=O)Nc2ccc(Cl)cc2)cc1[N+](=O)[O-]	2	47*	14	10	50*	-1.6	18*	0	65*
S=C(NNC(=S)Nc1ccccc1)Nc1ccccc1	2	4	4	12	-2	-0.6	5	1	10
O=C(c1ccc2c(c1)OCCO2)N1CCN(Cc2ccccc2)CC1	4	3	5	8	-5	-3.5	-2	-3	1

Compound profiles, as listed above.
`CC(OC(=O)c1cc2sccc2n1C)C(=O)NCc1ccc(F)cc1` (configuration not stated) in the list: AHR act: 6; PAFAH1B2 FP inh: 5; Bcl-xL primary: 3; MCL1 BIM primary: 3; PME-1 inh: 0; MEX-5 binding: -1.2; Fam108B counter: -5; GLD-1 RNA inh: -6; pPAFAH FP inh: 2
`Cc1cc2c(cc1C)/C(=C\C(N)=O)NC(C)(C)C2` in the list: AHR act: 1; PAFAH1B2 FP inh: 4; Bcl-xL primary: 0; MCL1 BIM primary: 2; PME-1 inh: 0; MEX-5 binding: 0.6; Fam108B counter: -2; GLD-1 RNA inh: 24; pPAFAH FP inh: 4
`COc1ccc2nc(Nc3nc(CSc4nnnn4-c4ccccc4)cc(=O)[nH]3)nc(C)c2c1` in the list: AHR act: 4; PAFAH1B2 FP inh: 2; Bcl-xL primary: 0; MCL1 BIM primary: 0; PME-1 inh: -2; MEX-5 binding: 1.0; Fam108B counter: 2; GLD-1 RNA inh: -1; pPAFAH FP inh: -5

Other structures:
Molecule	AHR act	PAFAH1B2 FP inh	Bcl-xL primary	MCL1 BIM primary	PME-1 inh	MEX-5 binding	Fam108B counter	GLD-1 RNA inh	pPAFAH FP inh
CC(C)Cn1c(=O)c2ccccc2n2c(SCC(=O)N3c4ccccc4CC3C)nnc12 (configuration not stated)	0	3	1	-1	1	2.8	3	-4	0
CC(Oc1ccc(Cl)cc1Cl)C(=O)NNC(=O)c1ccncc1 (configuration not stated)	3	4	-2	-1	-3	0.2	-2	0	6
COc1ccc(Nc2nnc(-c3ccc(C(N)=O)cc3)c3ccccc23)cc1	18	-1	9	9	-6	0.1	0	-4	7
COc1cc(C2C(C#N)=C(N)OC3=C2C(=O)CC(C)(C)C3)ccc1OCCN1CCOCC1 (configuration not stated)	-2	6	5	5	3	-0.6	5	4	0
COc1ccc(NC(=O)CN(C)C(=O)CCCNC(=O)c2ccc(Cl)cc2)cc1	6	10	-4	-6	-1	1.3	5	6	2
CCN1C(=O)CC(N2CCN(c3ccc(Cl)cc3)CC2)C1=O (configuration not stated)	2	-2	0	-6	-3	-0.6	-4	-1	4
COc1cc(C(=O)OCC(=O)N2CCOCC2)c([N+](=O)[O-])cc1OC	-1	-4	6	1	-2	0.3	2	5	6
Cc1ccccc1OCC(=O)Nc1ccc(S(=O)(=O)Nc2onc(C)c2C)cc1	0	0	1	3	-2	-2.1	-2	1	-3
O=C(Nc1ccccn1)c1cccc(S(=O)(=O)N2CCOCC2)c1	7	2	5	2	-5	-0.1	3	-1	3
O=C(c1ccco1)N1N=C(c2ccc(Cl)cc2)CC1c1ccco1 (configuration not stated)	-4	-1	6	-2	5	-1.3	-4	-2	9
O=C(c1cccnc1)c1cccnc1	1	-6	6	1	5	-1.4	-1	-2	5
CCOC(=O)c1ccc(S(=O)(=O)N2CCC(C(=O)NCC3CCCCC3)CC2)cc1	-1	2	-1	-9	2	nt	nt	7	-1
CCCc1cc(=O)oc2cc(OCC(=O)Nc3ccc4c(c3)OCCO4)ccc12	2	-2	0	0	2	0.0	4	2	-2
CN(CCN1CCOCC1)Cc1nc(-c2cccs2)no1	5	-1	2	-2	-5	0.2	-4	7	2
COc1ccc([N+](=O)[O-])cc1N(CC(=O)N1CCCCC1)S(C)(=O)=O	-2	-6	5	9	2	0.3	0	1	-1
CC(C)(C)C(=O)COC(=O)c1cc(-c2ccncc2)nc2ccccc12	3	-3	-8	-6	-4	1.0	-3	0	8
COc1ccc(C2C(C#N)=C(N)N(N(C)C)C3=C2C(=O)CCC3)cc1 (configuration not stated)	1	3	9	9	3	-0.4	2	7	5
CCCCC(CC)C(=O)Nc1ccc(Cl)cn1 (configuration not stated)	5	3	3	-1	-11	1.0	6	1	-1
CCOC(=O)c1oc2c(O)c(O)ccc2c(=O)c1-c1nncn1-c1ccccc1	5	2	5	8	2	-12	0	-4	2

Screens from PubChem.
